# Screens deposited in PubChem by National Center for Advancing Translational Sciences (NCATS).
# GALK inhibitor: inhibits human galactokinase | recombinant GALK, Kinase-Glo ATP luminescence, 1 h | AID 1347072 | 44,000 tested, under 10 active | P51570 | Potency, µM (titrated, usually from 57.5 µM), without a hit: at the top dose activity, negative = inhibition, hits mostly inhibitors;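 also: plate controls were full GALK reaction for no effect and reaction lacking GALK for full effect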
# Target sequence (P51570 whole entry, looked up): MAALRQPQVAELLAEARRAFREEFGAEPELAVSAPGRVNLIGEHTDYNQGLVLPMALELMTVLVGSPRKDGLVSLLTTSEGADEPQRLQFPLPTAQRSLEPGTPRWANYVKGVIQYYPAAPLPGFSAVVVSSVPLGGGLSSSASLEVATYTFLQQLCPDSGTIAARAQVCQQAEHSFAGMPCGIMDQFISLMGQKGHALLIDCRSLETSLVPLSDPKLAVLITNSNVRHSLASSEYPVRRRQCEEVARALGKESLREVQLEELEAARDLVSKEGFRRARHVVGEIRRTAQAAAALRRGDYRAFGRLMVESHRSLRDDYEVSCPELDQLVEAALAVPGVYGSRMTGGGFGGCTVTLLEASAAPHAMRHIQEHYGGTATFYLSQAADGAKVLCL
#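 Human GALK (5 nM) was incubated with 35 uM ATP and 100 uM galactose in 20 mM HEPES pH 8.0 with MgCl2, NaCl, DTT and BSA for 1 h at room temperature. Remaining ATP was measured by Kinase-Glo Plus luminescence.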
# p53null 32C kill: kills p53 null cells at the permissive temperature; Potency, µM (top dose mostly 46.1 µM), inactives show at the top dose activity change, negative = cytotoxicity, usual class: cytotoxic; H1299-neo p53 null cells, ATP luminescence, 24 h, 32C; hit rate 0.62% among 55,000; AID 903;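 also: potency is read from the fitted curve at half-maximal effect; 0% = DMSO only and -100% = full killing by 100 µM tamoxifen; nearly all actives have a fitted effect of over 55% in size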
#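 Cells lacking p53 (H1299-neo) are plated at 600 per well and allowed to settle overnight at 37C. Test compounds (up to 46 uM) are added and held 24 hours at 32C, then ATP is quantified by luminescence.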
# B2AR arrestin ag: agonists recruiting beta-arrestin to human beta2-adrenergic receptor. HTLA Tango cells, beta-arrestin recruitment, luciferase luminescence, 18 h. Potency, µM (titrated, usually from 46.1 µM), for the others: top-dose activation, usual class: activators. 44,000 tested, under 10 active. AID 1347077;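 also: potency is read from the fitted curve at half-maximal effect; 0% = DMSO and full agonism = EC100 isoproterenol or metaproterenol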
#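 Ligand-induced beta-arrestin recruitment to recombinant beta2-AR is measured via a tTA-driven luciferase reporter in Tango cells after 18 hr compound exposure at 37 degrees C. Concentrations span up to 46 microM.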
# FH mod: Identification of activators of human fumarate hydratase by quantitative high-throughput screening | AID 1347055, 2019 | hit rate 0.22% among 54,000 | Fumarate hydratase, mitochondrial (Homo sapiens), P07954 | Potency, µM (highest dose often 79.9 µM), for inactives: at the top dose activity change, negative = inhibition, most hits filed as inhibitors | FH coupled MDH/diaphorase resazurin fluorescence, 15 min; also: potency is read from the fitted curve at half-maximal effect; % is scaled to controls: 0 for no effect and ±100 for the full control effect; the screen sought activators but most active calls are inhibition curves; nearly all actives have a fitted effect of over 45% in size
# p53null 39C kill: p53 null cell cytotoxicity, nonpermissive temperature. H1299 p53-null (neo) cells, 39C, ATPlite viability, 24 h. Potency, µM (doses to about 46.1 µM), without a hit: top-dose activity, negative = cell killing, most hits filed as cytotoxic. hit rate 0.97% among 55,000. AID 904;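 also: potency is read from the fitted curve at half-maximal effect; 0% = DMSO only and -100% = full killing by 100 µM tamoxifen; nearly all actives have a fitted effect of over 50% in size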
#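 Luminescent ATP signal reported cell survival after H1299 lines (neo, p53 null; or p53 A138V) received up to 46 uM compound and 24 hr incubation at 39C.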
# PTAP-TSG101 blk: inhibitors of HIV-1 PTAP binding to human TSG101, validation | Q99816 | Fluorescence polarization, FITC-PTAP peptide/Tsg101, 20 min | Potency, µM (series often up to 115 µM), for inactives: top-dose activity change, negative = inhibition, hits mostly inhibitors | 44,000 tested, under 10 active; also: potency is read from the fitted curve at half-maximal effect; 0% is about no effect
# Target sequence (Q99816 whole entry, looked up): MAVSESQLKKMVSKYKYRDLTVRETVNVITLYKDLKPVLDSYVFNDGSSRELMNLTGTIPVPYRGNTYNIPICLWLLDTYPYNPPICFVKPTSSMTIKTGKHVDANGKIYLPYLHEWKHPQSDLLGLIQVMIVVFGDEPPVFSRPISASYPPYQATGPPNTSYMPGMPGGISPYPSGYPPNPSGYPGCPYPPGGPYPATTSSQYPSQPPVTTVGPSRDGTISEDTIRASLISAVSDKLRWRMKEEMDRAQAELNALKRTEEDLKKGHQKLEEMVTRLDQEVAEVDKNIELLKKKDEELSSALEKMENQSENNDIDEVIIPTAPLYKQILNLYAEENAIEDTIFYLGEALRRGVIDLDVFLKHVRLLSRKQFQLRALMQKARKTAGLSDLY
#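 FITC-labeled PTAP peptide (50 nM final) binding to Tsg101 binding domain (10 uM final) read by fluorescence polarization after 20 min at r.t. in HEPES pH 7.5 buffer. Actives by CRC class, <25 µM.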
# NTMT1 inh: inhibitors of human N-terminal methyltransferase NTMT1. AID 1645870. Potency, µM (titrated, usually from 114 µM), inactives show at the highest dose activity change, negative = inhibition, usual class: inhibitors. hit rate 2.5% among 59,000. NTMT1 MTase-Glo SAH luminescence, purified enzyme;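 also: potency is read from the fitted curve at half-maximal effect; plate controls were DMSO vehicle for no effect and no enzyme for full effect; nearly all actives have a fitted effect of over 65% in size; many of its hits are not listed in these tables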
# Target sequence (Q9BV86 whole entry, looked up): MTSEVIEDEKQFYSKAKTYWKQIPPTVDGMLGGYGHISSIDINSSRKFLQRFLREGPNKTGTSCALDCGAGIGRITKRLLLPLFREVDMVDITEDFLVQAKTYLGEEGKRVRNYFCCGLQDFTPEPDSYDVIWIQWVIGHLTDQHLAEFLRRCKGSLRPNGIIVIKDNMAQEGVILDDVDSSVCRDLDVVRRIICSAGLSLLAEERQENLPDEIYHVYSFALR
# * hit, by the source's call; ? = inconclusive; / = not tested or not shown; [ ] = dose if it differs, or a comment. Calls follow the shape of the dose curve; as a rule, active = well fitted curve in the direction sought with a large enough effect; inconclusive = small, poorly fitted or top-dose-only effect, or another doubt; inactive = no such curve, though single readings can be large; an effect the other way counts as inactive or inconclusive.
SMILES | p53null 39C kill | NTMT1 inh | FH mod | p53null 32C kill | PTAP-TSG101 blk | B2AR arrestin ag | GALK inhibitor
Cc1cc(C)cc(-n2c(SCC(=O)NC3CCCCC3)nc3c([nH]c4ccccc43)c2=O)c1 | -7% | ? | -3% | -3% | -1% | 1% | -8%
CCCN(CCC)C(=O)CSc1nc2sc3c(c2c(=O)n1-c1ccccc1)CCN(C(C)=O)C3 | -12% | -3% | -7% | 3% | 1% | 0% | 6%
COc1ccc(S(=O)(=O)N(C)Cc2nc(-c3cccc(C)c3)no2)cc1 | -10% | 7% | -7% | -1% | 1% | -2% | 0%
CCOC(=O)Cn1c(=O)cc(-c2ccccc2)c2c(C)nn(C)c21 | -11% | -3% | -17% | 3% | 1% | 3% | 2%
COc1ccccc1CNC(=O)C1CCCN(c2nnc(C)c3c(C)n(-c4ccccc4)nc23)C1 (configuration not stated) | 2% | -16% | -30% | -10% | 1% | 0% | -3%
CCc1ccccc1NC(=O)C1CCCN(S(=O)(=O)c2ccc3[nH]c(=O)ccc3c2)C1 (configuration not stated) | -13% | -4% | 2% | 1% | 4% | 0% | 0%
CCOc1ccc(NC(=O)Cn2c(=O)cc(C)c3c(C)nn(-c4cccc(Cl)c4C)c32)cc1 | 18% | ? | -10% | 6% | 3% | -1% | ?
Cc1ccc(NC(=O)C2CCC(CNS(=O)(=O)c3ccc4c(c3)CCCC(=O)N4)CC2)cc1F (configuration not stated) | -5% | 6% | 0% | -7% | -6% | 1% | -1%
Cc1ccc(N2C(=O)C(CC(=O)Nc3ccc(F)cc3)N(CCC3=CCCCC3)C2=O)cc1 (configuration not stated) | 24% | -2% | -17% | 2% | 0% | 1% | -2%
COc1ccccc1CNC(=O)Cn1c(-c2ccc(F)cc2)cc(C(C)=O)c1C | -3% | 5% | 0% | 11% | 2% | 0% | 0%
CCOc1ccc(C2c3[nH]c4ccccc4c3CCN2C(=O)CSCc2ccc(F)cc2)cc1 (configuration not stated) | -3% | 22% | -20% | 4% | -4% | -1% | -1%
COc1ccccc1CNC(=O)CCc1c(C)nc2cc(-c3ccccc3OC)nn2c1C | -10% | -6% | -12% | 0% | -1% | 1% | -1%
CSc1ccc(CCNC(=O)CCc2c(C)nc3c(-c4ccccc4)c(C)nn3c2C)cc1 | -30% | 12% | -30% | -1% | 0% | -1% | 0%
CCOc1ccc(OCC)c(NC(=O)C2CCCN(S(=O)(=O)c3cc(Br)cc4c3N(C(=O)CC)CC4)C2)c1 (configuration not stated) | -4% | -15% | -11% | -5% | -5% | -2% | -4%
O=C(CN1C(=O)COc2ccc(S(=O)(=O)N3CCOCC3)cc21)N1CCN(c2ccccc2)CC1 | 14% | 2% | -13% | -4% | 5% | -2% | 5%
COc1cccc(OCCSc2nc3ccccc3n2CC(=O)N2CCCCC2)c1 | ? | -3% | -13% | 4% | -1% | -2% | -11%
COc1ccc(C(=O)Nc2ccc(C(=O)OCc3cc(=O)n4nc(C5CC5)sc4n3)cc2)cc1 | 6% | ? | 1% | 0% | 0% | 0% | 1%
COc1cccc(C(=O)N2c3ncnn3C3(CCCCC3)[C@@H]3CCCC[C@@H]32)c1 | -5% | 0% | -7% | -8% | -1% | -2% | 5%
CCOC(=O)c1c(C)oc2nc(C)nc(N(C)Cc3ccccc3)c12 | 14% | -9% | ? | 13% | -10% | 0% | 1%
O=C(CC1N=C2c3ccccc3N=C(SCc3cccc(Cl)c3)N2C1=O)NCc1ccc2c(c1)OCO2 (configuration not stated) | 1% | -10% | ? | 21% | 5% | -1% | -1%
Cc1ccc2[nH]c3c(=O)n(CC(=O)N(C)Cc4ccccc4)ncc3c2c1 | -7% | 3% | 4% | -1% | 5% | 0% | -1%
Cc1ccc(NC(=O)Cn2ncn3c(cc4ccccc43)c2=O)cc1C | ? | 10% | 5% | -10% | 3% | 0% | -3%
CCc1nn(CC(=O)N2CCN(c3cccc(C)c3C)CC2)c(=O)c2cc3occc3n12 | 3% | 3% | -4% | -1% | -2% | -3% | 1%
CCCc1nn2c(=O)cc(COC(=O)c3ccc(NC(=O)C4CCCCC4)cc3)nc2s1 | 14% | 5% | 9% | 8% | 2% | 1% | 0%
COc1ccccc1Cc1nc2ccccc2nc1SCC(=O)Nc1c(C)cccc1C | -3% | ? | -11% | -5% | -2% | -1% | 1%
COc1ccccc1N1CCN(C(=O)CN2C(=O)COc3ccc(S(=O)(=O)N4CCCCCC4)cc32)CC1 | -1% | -6% | -23% | 4% | -1% | 0% | -25%
Fc1ccc(N2CCN(c3ncnc4[nH]ncc34)CC2)cc1 | 20% | 8% | -8% | 2% | -1% | -2% | 1%
COc1ccc(OC)c(S(=O)(=O)NCCS(=O)(=O)N2CCN(c3ccccc3)CC2)c1 | 13% | 2% | -21% | 4% | -6% | 0% | -2%
O=C(Nc1ccc(O)c(-c2nc3ccccc3o2)c1)c1sc2ccccc2c1Cl | -9% | 17% | 9% | 0% | 2% | 0% | -1%
COc1ccc(-c2cn3c(n2)sc2cc(C(=O)Nc4ccc(C)c(C)c4)ccc23)cc1 | 14% | 3% | -18% | 9% | -1% | -1% | 4%
CNC(=O)c1c(NC(=O)c2ccc(S(=O)(=O)N3CCCCC3C)cc2)sc2c1CCC2 (configuration not stated) | 1% | -1% | -13% | -10% | 2% | 0% | -1%
Cc1ccc(Cl)cc1-n1c(=O)c2sc3ccccc3c2n(CC(=O)NC2CCCCC2)c1=O | 30% | 3% | -11% | 18% | 18% | 8% | -11%

# Some of the entries so far, with two lines to a compound:
# Fields – p53null 39C kill, NTMT1 inh, FH mod, p53null 32C kill, PTAP-TSG101 blk, B2AR arrestin ag, GALK inhibitor
O=C(CC1N=C2c3ccccc3N=C(SCc3cccc(Cl)c3)N2C1=O)NCc1ccc2c(c1)OCO2 (configuration not stated)
  1%, -10%, ?, 21%, 5%, -1%, -1%
Cc1ccc2[nH]c3c(=O)n(CC(=O)N(C)Cc4ccccc4)ncc3c2c1
  -7%, 3%, 4%, -1%, 5%, 0%, -1%

# More structures follow.
SMILES | p53null 39C kill | NTMT1 inh | FH mod | p53null 32C kill | PTAP-TSG101 blk | B2AR arrestin ag | GALK inhibitor
CCc1ccc(CNC(=O)C2CCCN(c3nn4cc(-c5ccc(F)cc5)nc4s3)C2)cc1 (configuration not stated) | -16% | -9% | -2% | -1% | 6% | 1% | -6%
COc1ccc(CCNC(=O)CN(c2cc(C(F)(F)F)ccc2Cl)S(C)(=O)=O)cc1 | 26% | ? | 2% | -7% | -6% | 1% | -1%
COc1ccc(CNC(=O)c2cc3c(=O)[nH]c4ccc(C)cc4c3s2)c(OC)c1 | -12% | -25% | -11% | -3% | -11% | 1% | -4%
COc1ccc(NC(=O)Cn2c(C)c3cnn(-c4ccccc4)c(=O)c3c2C)c(OC)c1 | 16% | -2% | -10% | 2% | -4% | 0% | 1%
COC(=O)c1ccc(NC(=O)CCc2c(C)nn(-c3ccc(N4CCOCC4)nn3)c2C)cc1 | ? | ? | 5% | -17% | -1% | 0% | 1%
CC(=O)NCC(c1ccc2c(c1)OCO2)N1CCN(c2ccccc2)CC1 (configuration not stated) | 25% | -18% | -4% | 4% | -1% | 0% | 0%
CCOC(=O)c1c(C)n(-c2ccccc2)c2ccc(OC(=O)COc3ccc(Cl)cc3)cc12 | 28% | 14% | -6% | 17% | 1% | 1% | -17%
CCOC(=O)CN(Cc1ccccc1)C(C(=O)NC1CCCCC1)c1ccccc1 (configuration not stated) | ? | 10% | -9% | -4% | 2% | 1% | -1%
Cc1ccc(C)c(NC(=O)CSc2ncc3c(n2)-c2cc(Cl)ccc2N(Cc2ccccc2F)S3(=O)=O)c1 | 2% | -9% | ? | -8% | 11% | 1% | -2%
Nc1nnc(SCC(=O)Nc2ccccc2C(F)(F)F)s1 | -9% | 23% | 13% | 0% | -2% | -1% | -3%
COc1cccc(NC(=O)c2oc3ccc(S(=O)(=O)N4CCOCC4)cc3c2C)c1 | -9% | -12% | -26% | -13% | 0% | -1% | -4%
CN(C(=O)CSc1nc2ccccc2n1CC(=O)N(C)C1CCCCC1)c1ccccc1 | 3% | 1% | -13% | 3% | -3% | 0% | ?
O=C(NCc1ccc(Cl)cc1)c1ccc2c(c1)N(Cc1ccccc1F)C(=O)c1ccccc1S2=O (configuration not stated) | -4% | 2% | -29% | 3% | 17% | 1% | 8%
Cc1oc2ncn(C)c(=O)c2c1C(=O)Nc1ccccn1 | 0% | 2% | 0% | ? | 0% | 1% | 7%
Cc1ccc(C)c(NC(=O)CSc2nc(=O)n(CCN3CCOCC3)c3c2CCC3)c1 | 28% | 19% | -6% | 4% | -8% | -3% | 1%
CC(=O)c1ccc(Oc2ncnc3c2oc2ccccc23)cc1 | -10% | -1% | -4% | -10% | 3% | -4% | -2%
CC(=O)N1CCCc2cc(S(=O)(=O)N3CCC(C(=O)NC4CCC(C)CC4)CC3)ccc21 (configuration not stated) | 10% | 4% | 0% | -2% | -4% | 0% | 2%
Cc1ccc(CNC(=O)C(C(C)C)N2Cc3ccccc3C2=O)cc1 (configuration not stated) | -5% | 15% | -13% | 3% | 0% | 3% | 0%
COc1ccc(C)cc1NC(=O)COCc1cc(-c2cccs2)on1 | -17% | -9% | -26% | -14% | 0% | -1% | -1%
Cc1ccc(CN2C(=O)C3(SCC(=O)N3c3ccc(C)c(C)c3)c3ccccc32)cc1 (configuration not stated) | 41%[activator] | -1% | -17% | 26% | -2% | 0% | 0%
Cc1ccc(NC(=O)c2c(C)oc3ccc(O)c(CN4CCCCCC4)c23)cc1 | 14% | -15% | -8% | 5% | -1% | 0% | -1%
COc1cc(-c2nnc(SCC(=O)NC(C)C)o2)cc(OC)c1OC | -16% | / | / | -1% | 1% | -2% | -7%
Cc1ccc(CNC(=O)C2CCN(S(=O)(=O)c3ccc4c(c3)oc(=O)n4C)CC2)cc1 | 3% | 1% | -4% | 2% | 3% | 1% | 0%
COc1cc2c(cc1OC)C(COc1ccc(F)cc1)N(C(=O)Cc1ccccc1)CC2 (configuration not stated) | 9% | -2% | -14% | 14% | -1% | 3% | 1%
Cc1cc(C)n2c(Nc3ccc(C(C)C)cc3)c(-c3ccsc3)nc2n1 | 16% | -21% | -27% | 36%[activator] | -2% | -1% | 1%
CC1=C(C(=O)Nc2cccc(C)c2C)C2(CCCCC2)OC1=O | 11% | -9% | -4% | 0% | -1% | -2% | 8%
Cc1nc(-c2cccc(F)c2)sc1CCNC(=O)C(=O)Nc1ccc2c(c1)OCCO2 | ? | 17% | 3% | -11% | -1% | 2% | -2%
O=C(NCc1ccc2c(c1)CCN2C(=O)c1ccccc1)c1ccccc1 | -8% | 2% | -5% | -2% | -9% | 0% | -1%
Cc1ccc2oc(=O)c3cnn(CC(=O)Nc4cccc(C(F)(F)F)c4)c3c2c1 | 4% | 10% | 4% | -3% | -7% | 1% | -11%
COc1ccc(N2CCN(CCCNC(=O)c3cc(Nc4ccccc4OC)nc4ccccc34)CC2)cc1 | 32%[activator] | -15% | -23% | -12% | -9% | -2% | ?

# Only part of the results is shown (hit frequency here may not be typical).
